# Assay outcomes deposited in PubChem BioAssay by The Scripps Research Institute Molecular Screening Center.
# MITF primary: blocks human microphthalmia-associated transcription factor; 650,000 tested, 0.91% active; AlphaScreen MITF homodimerization, bead proximity signal; inhibition, % at 2.6 µM; in the data active = inhibition above about 50%;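 also: 0% = vehicle wells with protein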
# FBW7 act: activators of human E3 ligase FBW7 | 650,000 tested, 0.13% active | AlphaScreen FBW7–phospho-cyclin E peptide binding, activator screen | Q969H0 | normalized activity (activation), % at 26.1 µM | AID 1259310; in the data active = normalized activity above about 1.9%;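 also: purified mutant Fbw7 with reduced substrate affinity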
# Target sequence (Q969H0 whole entry, looked up): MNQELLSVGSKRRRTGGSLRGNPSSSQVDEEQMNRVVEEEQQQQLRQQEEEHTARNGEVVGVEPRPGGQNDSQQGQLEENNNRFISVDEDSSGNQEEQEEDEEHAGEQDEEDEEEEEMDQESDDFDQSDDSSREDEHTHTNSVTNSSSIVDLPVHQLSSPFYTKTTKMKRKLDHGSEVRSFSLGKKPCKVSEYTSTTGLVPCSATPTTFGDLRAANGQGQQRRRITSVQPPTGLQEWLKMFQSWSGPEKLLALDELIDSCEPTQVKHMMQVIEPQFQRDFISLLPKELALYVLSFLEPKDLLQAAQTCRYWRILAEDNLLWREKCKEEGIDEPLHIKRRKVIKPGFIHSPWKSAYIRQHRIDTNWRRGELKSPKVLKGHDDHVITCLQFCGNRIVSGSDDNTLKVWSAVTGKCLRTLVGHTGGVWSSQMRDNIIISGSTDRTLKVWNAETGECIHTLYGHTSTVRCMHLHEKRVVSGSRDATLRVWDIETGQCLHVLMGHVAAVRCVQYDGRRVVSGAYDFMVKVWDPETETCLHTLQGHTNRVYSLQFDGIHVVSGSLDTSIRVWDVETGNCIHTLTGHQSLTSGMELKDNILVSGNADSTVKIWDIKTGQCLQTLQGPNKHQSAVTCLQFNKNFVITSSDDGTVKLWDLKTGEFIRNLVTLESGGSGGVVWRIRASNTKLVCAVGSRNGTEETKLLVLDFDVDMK
# TEAD-YAP inh: TEAD-YAP interaction inhibition; HEK-TIYL cells, TEAD-Gal4/YAP UAS-luciferase luminescence; inhibition, % at 9.12 µM; 640,000 tested, 1.4% active; AID 1259422; in the data active = inhibition above about 32%;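 also: 0% = median of test compound wells and 100% = reference inhibitor wells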
# GPR151 ag: activates the human receptor GPR151. Q8TDV0. PathHunter beta-arrestin GPR151 cells, luminescence. activation, % at 11.2 µM. 650,000 tested, 1% active. AID 1508602; in the data active = activation above about 4.9%;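 also: 0% = median of compound wells and 100% = cells with positive control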
# Target sequence (Q8TDV0 whole entry, looked up): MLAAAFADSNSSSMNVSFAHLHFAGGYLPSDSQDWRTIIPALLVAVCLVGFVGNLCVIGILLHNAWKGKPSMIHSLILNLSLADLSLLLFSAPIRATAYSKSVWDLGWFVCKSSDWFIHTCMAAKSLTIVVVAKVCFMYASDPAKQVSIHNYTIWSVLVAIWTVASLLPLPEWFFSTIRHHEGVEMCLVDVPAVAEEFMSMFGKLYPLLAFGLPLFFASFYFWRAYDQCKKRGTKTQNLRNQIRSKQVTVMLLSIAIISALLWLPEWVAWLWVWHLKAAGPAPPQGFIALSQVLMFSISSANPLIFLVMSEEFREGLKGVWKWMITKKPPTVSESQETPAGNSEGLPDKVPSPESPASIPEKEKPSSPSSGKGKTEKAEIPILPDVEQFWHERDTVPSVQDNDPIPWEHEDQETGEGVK
# Numbers without * were called inactive.
# Results follow in this order: MITF primary	FBW7 act	TEAD-YAP inh	GPR151 ag
- CC(=O)N1CCC(N(C(=O)Nc2ccc(F)cc2)C2CCCC2)CC1
    11.3	0.7	-14.6	-1.1
- CC(C)(C)c1cc(Br)ccc1OCC(=O)Nc1ncn[nH]1
    4.7	-0.1	1.6	2.3
- CCOC(=O)c1ccc(N2C(=O)C(C)SC2c2ccccc2)cc1 (stereo not given)
    -4.5	-0.1	-28.2	0.0
- COc1ccc(-c2nnc3n(Cc4ccccc4F)c4c(=O)n(C)c(=O)n(C)c4n23)cc1
    -3.2	-0.1	-7.3	0.2
- O=C(Nc1ccc(Oc2ccccc2)cc1)c1nn(-c2ccc(Cl)cc2)c(=O)c2ccccc12
    -5.1	-0.1	-8.4	-1.1
- COc1cccc(NC(=O)CSc2nc3ccccc3c(=O)n2CCC(=O)NCc2ccc(F)cc2)c1
    13.4	0.1	-0.1	3.0
- CCC(=O)NCCS(=O)(=O)N1CCN(c2ccccn2)CC1
    -14.5	-0.4	-6.2	0.1
- O=C1C(=O)N(Cc2cccnc2)C(c2ccccc2)/C1=C(\O)c1ccc(F)cc1 (stereo not given)
    14.2	0.2	9.4	0.0
- CCCCCCCc1ccc(C(=O)NNC(=O)c2ccc(OCCCC)cc2)cc1
    8.9	-0.1	2.6	-0.5
- Cc1ccc(N2NC(=O)/C(=C/c3cccs3)C2=O)cc1
    16.9	0.2	5.2	-2.3
- COc1cc([N+](=O)[O-])cc(/C=N/NC(=O)c2cc(Br)ccc2O)c1O
    1.1	-0.1	-7.9	-2.0
- CCCCc1cc(=O)oc2c(C)c(OCC(=O)OC(C)C)ccc12
    15.4	-0.2	1.7	1.1
- CC[N+]12CCCC3CN4C(=O)CCCC4C(CCC1)C32 (stereo not given)
    -6.3	-0.2	-7.6	-1.1
- CC(NC(=O)COc1ccccc1Cl)c1ccccc1 (stereo not given)
    15.4	0.3	8.7	-0.9
- Cc1ccccc1-n1c(O)c(C=Nc2cccc(O)c2)c(=O)[nH]c1=S
    3.4	-0.3	-3.2	-0.2
- Cc1ccc(OC(=O)c2cccc(S(=O)(=O)N3CCCCCC3)c2)c(-n2nc3ccccc3n2)c1
    7.6	-0.2	-27.7	1.7
- O=C(CCCCN1C(=O)c2ccccc2C1=O)Nc1nc2c(s1)CCCC2
    12.9	-0.1	7.1	0.4
- C=CCN(c1ccccc1)S(=O)(=O)c1cc(C(=O)Nc2cc(Cl)cc(Cl)c2)ccc1F
    21.6	0.1	-2.5	0.9
- CCOc1ccc(C2C(C(=O)Nc3cc(Cl)c(OC)cc3OC)c3ccccc3C(=O)N2CCN2CCOCC2)cc1 (stereo not given)
    13.2	0.0	4.1	0.2
- CCOC(=O)c1c(NC(=O)CN2C(=O)c3ccccc3C2=O)sc2c1CCCC2
    3.4	0.2	9.2	2.5

# Part of the list above, with bars between the fields.
molecule | MITF primary | FBW7 act | TEAD-YAP inh | GPR151 ag
O=C(CCCCN1C(=O)c2ccccc2C1=O)Nc1nc2c(s1)CCCC2 | 12.9 | -0.1 | 7.1 | 0.4
C=CCN(c1ccccc1)S(=O)(=O)c1cc(C(=O)Nc2cc(Cl)cc(Cl)c2)ccc1F | 21.6 | 0.1 | -2.5 | 0.9
CCOc1ccc(C2C(C(=O)Nc3cc(Cl)c(OC)cc3OC)c3ccccc3C(=O)N2CCN2CCOCC2)cc1 (stereo not given) | 13.2 | 0.0 | 4.1 | 0.2

# (list continues)
# Results follow in this order: MITF primary	FBW7 act	TEAD-YAP inh	GPR151 ag
- CC1CCN(S(=O)(=O)c2ccc3c(c2)c(=O)c(C(=O)N2CCCC2)cn3C)CC1
    7.5	0.2	-9.9	1.0
- CC1CCCCC1N(C)C1CCN(C(=O)CNC(=O)/C=C/c2cccc(Cl)c2)CC1 (stereo not given)
    2.1	-0.4	-10.4	0.6
- O=C(/C=C/c1ccc(Cl)cc1Cl)N1CCOCC1
    3.4	0.6	-60.0	-2.9
- O=C(NCCOc1ccccc1)c1ccc2nc(Nc3ccncn3)sc2c1
    -6.9	0.3	-34.5	-2.0
- O=C1NCCN(Cc2cccc(F)c2)C1CC(=O)N(Cc1ccccc1)CC1CC1 (stereo not given)
    2.5	0.1	12.4	-0.4
- COC(=O)c1ccc(CN(Cc2ccc(OC)c(OC)c2)S(=O)(=O)c2c(C)c(C)cc(C)c2C)cc1
    6.7	0.2	7.0	-0.8
- Cc1ccc(S(=O)(=O)C2(C(=O)Nc3cccc(C)c3)CC2)cc1
    -4.8	0.0	-2.7	0.5
- CCOC(=O)c1cc(-c2ccc(/C=N\n3cnnc3)o2)ccc1Cl
    9.7	0.2	12.1	0.1
- CC(C)NC(=O)Cn1c(SCC(=O)N2CCc3ccccc3C2)nc2ccccc21
    -0.9	-0.1	10.7	-0.3
- COCCNC(=O)c1ccc2c(=O)n(Cc3ccco3)c(SCC(=O)N3CCCC3)nc2c1
    0.0	-0.1	11.1	-0.4
- COc1ccc(Cl)cc1N1C(=O)CSC1c1ccccc1Br (stereo not given)
    -6.6	0.0	-0.3	-1.0
- CC1=C(C(=O)OCCc2ccccc2)C(c2cccc(F)c2)C2=C(CC(C)(C)CC2=O)N1 (stereo not given)
    -8.1	-0.1	4.3	-1.5
- COc1ccc(OC(=O)COc2ccc(Br)cc2)cc1
    2.0	0.2	5.7	0.4
- O=C(NCc1ccccc1Br)c1ccc2nc(N3CCOCC3)sc2c1
    -1.1	0.2	-4.6	0.8
- CC(C)OP(=O)(Nc1cccc2ccccc12)OC(C)C
    2.0	0.0	-4.0	-1.4
- Cc1cc(Cl)ccc1OCC(=O)Nc1ccc2oc(=O)ccc2c1
    -2.4	0.0	8.2	1.8
- O=C(NCC(O)c1ccc(C(F)(F)F)cc1)c1cncc(-c2ccc3[nH]ncc3c2)c1 (stereo not given)
    0.0	-0.1	-3.1	0.4
- CC1CN(C(=O)c2c(C(F)(F)F)nc3ccccn23)CC(C)O1 (stereo not given)
    5.6	0.0	9.4	1.1
- O=C(O)c1cccc(CN2C(=O)SC(Nc3ccccc3)C2=O)c1 (stereo not given)
    24.6	0.0	-7.8	-1.6
- CC(C)(C)c1cc(C2C(C#N)=C(N)Oc3n[nH]c(-c4ccc5ccccc5c4)c32)cc(C(C)(C)C)c1O (stereo not given)
    -7.4	-0.9	-6.4	-0.7
- CCOC(=O)c1c(NC(=O)c2cc(OC)cc(OC)c2)sc2c1CCCCC2
    18.9	0.2	4.5	-1.6
- O=C(NCCOc1ccc(-c2ccco2)nn1)C1c2ccccc2Oc2ccccc21
    -11.2	-0.2	6.4	4.9
- Cn1c(=O)c2c(nc(N3CCc4ccccc4C3)n2Cc2ccccc2)n(C)c1=O
    6.7	0.1	-4.1	-0.9
- N#CCSc1nc2c(sc(=S)n2CCc2ccccc2)c(=O)n1C1CCCCC1
    17.8	0.1	-2.3	0.5
- CCOc1cc(CN2CCN(CCOCCO)CC2)ccc1OC
    2.0	0.1	2.4	-0.4
- CSc1ccc(C2C(C#N)=C(N)Oc3cc(N(C)C)ccc32)cc1 (stereo not given)
    7.2	0.1	15.1	-0.1
- CCN1CCCc2cc(CCNC(=O)NC(C)(C)C)ccc21
    1.0	-0.3	5.4	0.6
- Cc1cc(NCc2ccc3c(c2)OCO3)n2nc(C)nc2n1
    6.5	-0.4	16.1	0.3
- COc1cc(NC(=O)c2nnn(Cc3cccc(C(F)(F)F)c3)c2N)cc(OC)c1
    -7.1	-0.1	-2.1	0.9
- Cc1sc2ncn(CC(=O)NCC(=O)N3CC(C)CC(C)C3)c(=O)c2c1C (stereo not given)
    -11.4	-0.1	9.6	-1.2
- COc1ccc(NS(=O)(=O)c2ccc([N+](=O)[O-])cc2)cc1
    4.5	-0.1	6.0	2.0
- Nc1cc(=O)nc(SCC(=O)Nc2ccc(F)cc2)n1CCc1ccccc1
    -5.4	0.0	8.3	0.0
- O=C(C(=S)N1CCCCC1)c1c[nH]c2ccccc12
    8.0	0.1	16.3	1.2
- Cc1oc2cc3oc(=O)c(CC(=O)O)c(C)c3cc2c1C
    -7.6	-0.2	-8.5	1.4
- Cc1cccc(/C=N/NC(=O)C(C)Nc2ccccc2C)n1 (stereo not given)
    8.1	-0.1	1.1	0.2
- O=C(NCc1cccs1)C1CC12CCN(Cc1cccn1-c1ccccn1)CC2 (stereo not given)
    13.1	0.1	5.5	0.1
- CC(C)CC(NC(=O)C1CCCN1C(=O)CNC(=O)OCc1ccccc1)C(=O)O (stereo not given)
    -32.5	0.0	4.3	0.8
- O=c1c2nnn(-c3ccc(OC(F)(F)F)cc3)c2ncn1Cc1cccnc1
    -1.6	0.3	-14.3	-2.4
- CCCOc1ccc(C(=O)Nn2c(C)nc3ccccc3c2=O)cc1
    8.3	0.7	0.2	-1.8
- O=C1CC(N2CCN(c3ccc(O)cc3)CC2)C(=O)N1c1cccc(Cl)c1 (stereo not given)
    2.0	-0.1	3.5	1.1
- CCCSc1nnc2c(n1)OC(c1ccc(OCC(=O)O)c(OCC)c1)Nc1ccccc1-2 (stereo not given)
    3.7	-0.1	-71.8	-0.4
- Cc1ccc(C2=CC(c3cccc(Cl)c3)n3nnnc3N2)cc1C (stereo not given)
    0.1	-0.1	11.2	-0.2
- CC1CCc2oc3ccc(NS(=O)(=O)c4cc(Cl)ccc4Cl)cc3c2C1 (stereo not given)
    3.6	-0.1	-3.5	2.3
- Cc1ccc(Cl)cc1N1CC(O)=C(c2nc3ccccc3[nH]2)C1=N
    15.4	0.3	1.8	-1.0
- COCCNC(=O)C1(c2cccs2)CCOCC1
    3.9	0.0	6.8	-0.3
- CCCCCOc1ccc(N2C(=O)C3C4c5ccccc5C(C(=O)O)(c5ccccc54)C3C2=O)cc1 (stereo not given)
    11.4	0.2	1.2	-0.4
- CCOc1cc(/C=C2\OC(=O)c3c2cc(C)[nH]c3=O)ccc1O
    14.1	0.5	-24.7	1.9
- COc1cc(Cl)c(C)cc1NC(=O)Cn1cncn1
    -8.3	0.0	12.8	1.8
- CC(C)(C)NC(=O)c1ccccc1NC(=O)c1cccc(F)c1
    -5.5	0.0	3.9	1.7
- Cc1ccc(C(=O)NC(=S)Nc2ccc(Br)cn2)cc1[N+](=O)[O-]
    -3.9	-0.2	-0.9	1.5
- CC(C(=O)N1CCC[C@@H]2CN(Cc3ccsc3)CC[C@H]21)c1n[nH]c(=O)c2ccccc12 (stereo not given in full)
    -1.8	-0.1	-3.5	1.3
- COc1ccc(C2/C(=C(\O)c3ccccc3)C(=O)C(=O)N2CC(CC(=O)O)c2ccccc2)cc1 (stereo not given)
    -2.7	-0.1	-9.7	-0.6
- CC(Oc1ccc(Br)cc1)C(=O)Nc1ccccc1C(N)=O (stereo not given)
    -11.7	-0.3	-2.8	0.6
- COc1ccc(NC(=O)c2sc3ncn(CC(=O)N4CCCCC4)c(=O)c3c2C)cc1Cl
    -0.6	0.1	2.0	-1.1
- COc1ccc2[nH]c(C)c(CCN3C(=O)OC(C)(C)C3(C)O)c2c1 (stereo not given)
    -26.1	-0.1	2.6	0.3
- CCCC(CCC)C(=O)Nc1noc2ncccc12
    14.0	0.1	4.7	-2.7
- CCOC(=O)c1cc2cnccc2nc1-c1ccccc1
    23.6	0.4	3.6	-0.7
- Cc1sc2nc(C3CC3)n3c(=O)n(CC(=O)N(C(C)C)C(C)C)nc3c2c1C
    -4.4	0.0	4.9	0.0
- COc1cccc2c1OCC(NCCOC(C)C)C2 (stereo not given)
    1.1	0.0	-1.4	0.3
- CCCCCCOC(=O)c1ccc(NC(=O)C2C3C=CC(C3)C2C(=O)O)cc1 (stereo not given)
    16.2	0.9	-45.6	-0.7

# Continued:
# Results follow in this order: MITF primary	FBW7 act	TEAD-YAP inh	GPR151 ag
- COc1cc(/C=C2/NC(=O)N(c3ccccc3)C2=O)c([N+](=O)[O-])cc1OC
    -8.4	-0.1	-11.6	0.4
- CCn1c(C(=O)O)c(CNCCc2ccco2)c2ccc(OC)cc21
    11.0	0.4	8.5	-0.9
- CC(C)C(NC(=O)c1ccco1)C(=O)O (stereo not given)
    1.1	-0.1	3.5	0.8
- CCCCNC(=O)NC(=O)c1c(Cl)nc(Cl)c([N+](=O)[O-])c1C
    5.3	0.2	4.6	-0.5
- CCCCn1c(=O)[nH]c(=O)c2c1nc(COC(=O)c1c(F)cccc1F)n2CCC
    16.8	0.3	4.7	-1.5
- CC(NC(=O)c1cccc(C(=O)NC(C)c2ccccc2)c1)c1ccccc1 (stereo not given)
    4.4	0.1	4.4	-2.0
- O=C(Nc1cccc(Cl)c1)c1c(NC(=O)C(F)(F)F)sc2c1CCCC2
    4.3	-0.1	3.0	0.6
- CC(=O)c1cccc(NC(=O)COc2c(Cl)cc(Cl)c3ccc(C)nc23)c1
    -0.5	0.0	1.8	0.1
- Cc1cc(C)cc(NC(=O)c2cc3c(=O)n4ccccc4nc3n2C)c1
    3.0	0.0	-0.3	-0.1
- Cc1ccc2nc(N3CCC(NCC4(c5ccccc5)CCOCC4)CC3)nc(C)c2c1
    11.1	0.5	0.5	0.5
- Nc1c(C(=O)Nc2ccc(Cl)cc2)nnn1Cc1cccc(F)c1
    -6.9	0.4	0.4	0.9
- CC1=CCC(C(=O)O)(C(=O)n2nc(C)cc2C)C(c2ccc([N+](=O)[O-])cc2)C1 (stereo not given)
    5.0	-0.3	-7.8	0.8
- Cc1cc(NC2CC2)n2c(n1)nc1ccccc12
    -3.6	0.1	-3.1	-0.1
- O=C(Nc1cccc(F)c1)c1csc(Nc2ccccc2)n1
    2.5	-0.3	-86.1	0.0
- O=C(O)CC(NCc1ccco1)C(=O)Nc1ccccc1 (stereo not given)
    8.6	1.3	-14.4	-0.4
- c1c2c(cc3sc(N4CCOCC4)nc13)OCO2
    6.6	0.0	-29.9	-6.9
- Cc1cc(C(=O)CSc2nnnn2C)c(C)n1Cc1ccc2c(c1)OCO2
    11.2	0.0	6.4	0.5

# The order is random; about 3.5% have a hit in one of these screens.
